Screens deposited in PubChem by National Center for Advancing Translational Sciences (NCATS).
Pol kappa inh – blocks human DNA polymerase kappa activity. 400,000 tested, 0.53% active. purified Pol kappa, fluorescent DNA synthesis assay, 10 min. AID 588579. Potency, µM (top dose mostly 107 µM), without a hit: at the top dose activity, negative = inhibition, usual class: inhibitors. Q9UBT6; further: potency means the concentration at half of the fitted maximal effect; on the % scale 0 is the no-effect control and ±100 the full control effect
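10 nM Pol kappa preincubated 15 min at room temperature with compounds, then reaction started with substrate at 50 nM final. Fluorescence read kinetically at 0 and 10 min; buffer-only wells served as negative control.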
POLI inh – blocks human DNA polymerase iota activity. AID 588590. Pol iota fluorescent replication assay, 10 min. Potency, µM (top dose mostly 115 µM), for the others: at the highest dose activity, negative = inhibition, actives largely listed as inhibitors. Q9UNA4. 390,000 tested, 1% active; further: potency means the concentration at half of the fitted maximal effect
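Fluorescent replication assay read twice, at 0 min and 10 min after adding 50 nM (final) substrate. Enzyme (10 nM) and compounds were first incubated 15 min at room temperature; enzyme-free buffer wells were negative controls.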
ERG-DNA inh – ERG Ets/DNA interaction inhibition; P11308; fluorescence polarization, His-ERG Ets domain / labelled DNA; Potency, µM (top dose mostly 76.9 µM), for inactives: top-dose FP activity, negative = inhibition, usual class: inhibitors; 370,000 tested, 0.028% active; AID 624246; active means well fitted inhibition curve with a large enough effect in the polarisation, with a control signal flat; inconclusive means small, poorly fitted or top-dose-only effect, or effect the other way, or a change in a side signal; inactive means no such curve, though single readings can be large or run the other way; the % refers to the polarisation;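 further: polarization taken with two DNA probes labelled with fluorescein and Texas red; potency means the concentration at half of the fitted maximal effect; % of control where 0% means no effect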
Target sequence (P11308 whole entry, looked up, the tested form may be a part): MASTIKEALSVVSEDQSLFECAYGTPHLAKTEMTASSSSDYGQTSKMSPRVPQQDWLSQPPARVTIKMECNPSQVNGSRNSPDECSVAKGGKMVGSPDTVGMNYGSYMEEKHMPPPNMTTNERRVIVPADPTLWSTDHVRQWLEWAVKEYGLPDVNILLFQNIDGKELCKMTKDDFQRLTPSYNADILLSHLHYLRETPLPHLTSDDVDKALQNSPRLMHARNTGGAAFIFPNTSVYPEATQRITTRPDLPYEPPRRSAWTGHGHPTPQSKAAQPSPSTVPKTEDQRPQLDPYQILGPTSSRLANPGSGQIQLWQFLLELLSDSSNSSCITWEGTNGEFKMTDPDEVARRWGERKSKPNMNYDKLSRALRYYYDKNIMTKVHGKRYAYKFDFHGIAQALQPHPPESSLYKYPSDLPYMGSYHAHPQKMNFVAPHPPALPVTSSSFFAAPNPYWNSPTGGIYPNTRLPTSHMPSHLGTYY
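His-tagged ERG Ets domain (1 uM in the protein solution; 300mM KCl, 50mM Tris-HCl, 1mM EDTA, 1mM DTT, pH 7.5) received compound, then a probe mix of 5 nM fluorescein-DNA and 100nM Texas-615-DNA. Fluorescence polarization was read for both dyes.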
Pol beta inh – blocks human DNA polymerase beta activity. Pol beta primer extension/strand displacement, fluorescence kinetic. Potency, µM (doses to about 114 µM), for the others: at the highest dose activity change, negative = inhibition, hits mostly inhibitors. 340,000 tested, 1.3% active. AID 485314; further: potency means the concentration at half of the fitted maximal effect; on the % scale 0 is the no-effect control and ±100 the full control effect
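Kinetic readout of DNA synthesis with strand displacement by Pol beta. Compound and 10 nM enzyme sit 15 min at room temperature; 50 nM substrate starts the reaction, read immediately and at 10 min.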
APE1 inh – inhibitors of human APE1 endonuclease. P27695. recombinant APE1, TAMRA/BHQ-2 abasic DNA cleavage fluorescence. Potency, µM (titrated, usually from 65.8 µM), for inactives: at the highest dose activity change, negative = inhibition, usual class: inhibitors. 350,000 tested, 0.35% active. AID 2517;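 further: potency means the concentration at half of the fitted maximal effect; plate controls were vehicle for no effect and reference inhibitor for full effect; nearly all actives have a fitted effect of over 55% in size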
Target sequence (P27695 whole entry, looked up): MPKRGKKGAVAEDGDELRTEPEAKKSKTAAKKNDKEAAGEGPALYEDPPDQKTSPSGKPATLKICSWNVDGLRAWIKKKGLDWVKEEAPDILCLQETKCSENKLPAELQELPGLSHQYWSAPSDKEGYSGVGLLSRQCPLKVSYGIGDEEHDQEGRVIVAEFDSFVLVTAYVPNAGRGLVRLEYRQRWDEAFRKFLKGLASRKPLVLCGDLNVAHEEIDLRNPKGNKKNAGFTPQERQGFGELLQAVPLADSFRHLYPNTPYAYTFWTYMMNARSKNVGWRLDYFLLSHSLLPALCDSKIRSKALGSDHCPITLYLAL
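Activity was derived from the fluorescence gain between first and third kinetic reads (60 s intervals, ex 525/em 598 nm) after 50 nM THF-abasic TAMRA/BHQ-2 duplex was added to 0.75 nM APE1 preincubated 15 min with compound.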
Apoferritin bind – binds horse apoferritin like a general anesthetic. P02791. apoferritin/1-aminoanthracene competitive binding, fluorescence. Potency, µM (titrated, usually from 77.5 µM), for the others: at the highest dose activity change, negative = displacement, actives largely listed as inhibitors. 350,000 tested, 0.074% active. AID 485281; further: potency means the concentration at half of the fitted maximal effect; on the % scale 0 is the no-effect control and ±100 the full control effect; nearly all actives have a fitted effect of over 20% in size
Target sequence (P02791 2-175 limits assumed): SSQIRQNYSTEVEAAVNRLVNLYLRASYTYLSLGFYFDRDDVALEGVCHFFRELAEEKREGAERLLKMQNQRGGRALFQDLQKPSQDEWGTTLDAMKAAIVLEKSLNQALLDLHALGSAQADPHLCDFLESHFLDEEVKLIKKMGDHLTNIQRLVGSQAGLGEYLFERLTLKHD
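Apoferritin-based anesthetic binding model; compound displacement of fluorescent 1-AMA measured as endpoint fluorescence after 10 minutes at room temperature, scaled to free-ligand and complex controls.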
BLM inh – inhibitors of human Bloom syndrome helicase BLM; P54132; recombinant BLM DNA unwinding, fluorescence dequenching; Potency, µM (titrated, usually from 56.1 µM), for the others: at the top dose activity change, negative = inhibition, usual class: inhibitors; 350,000 tested, 0.2% active;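 further: potency means the concentration at half of the fitted maximal effect; plate controls were vehicle for no effect and no enzyme for full effect; nearly all actives have a fitted effect of over 35% in size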
TRHR agonist – agonists of human TRH receptor; P34981; TRHR cells, calcium flux fluo-8, FDSS agonist mode; activation, % at 2 µM; 360,000 tested, 0.18% active; AID 493084; in the data active means activation above about 30%; further: 0% is about no effect
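Fluo-8-loaded TRHR cells; 10 s baseline, compound added, kinetic Ca2+ fluorescence read 1/s, agonist mode.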
ALOX12 inh – inhibitors of human 12S-lipoxygenase ALOX12 | P18054 | purified 12hLO, xylenol orange hydroperoxide absorbance | Potency, µM (series often up to 108 µM), without a hit: top-dose activity change, negative = inhibition, usual class: inhibitors | 580,000 tested, 1.1% active | AID 1671190; further: potency means the concentration at half of the fitted maximal effect; on the % scale 0 is the no-effect control and ±100 the full control effect
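Purified human 12hLO at 150 nM in 25 mM Hepes, 0.01% Triton X-100, pH 7.0, preincubated 15 min at room temperature with compound. Reaction started with 40 uM arachidonic acid, 30 min at room temperature. Hydroperoxide measured by Fe-xylenol orange, 573/405 nm absorbance ratio.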
* = called active by the depositor; ? = inconclusive; nt = not tested or not shown; & = joins results of further samples; [ ] = remark or other dose. Unless noted, the call rests on the fitted dose curve; in most records, active means well fitted curve in the direction sought with a large enough effect; inconclusive means small, poorly fitted or top-dose-only effect, or another doubt; inactive means no such curve, though single readings can be large; an effect the other way counts as inactive or inconclusive.

SMILES	Pol kappa inh	POLI inh	ERG-DNA inh	Pol beta inh	APE1 inh	Apoferritin bind	BLM inh	TRHR agonist	ALOX12 inh
CCCCn1c(=O)cc(N2CCOCC2)[nH]c1=O	-7%	112%[activator]	-3%	2%	-5%	3%	0%	0.3	-1%
CCOCCCNC(=O)C(NC(=O)CNC(=O)c1ccccc1)c1ccc(C)cc1 (configuration not stated)	-6%	23%	10%	0%	1%	-9%	1%	0.7	0%
Cc1ccc(C(=O)OCC(=O)NCc2ccc(F)cc2)o1	12%	5%	13%	nt	19%	nt	nt	-0.7	-8%
Cc1ccc(NC(=O)COC(=O)CNC(=O)C2CCCCC2)c(Br)c1	1%	50%[activator]	4%	38%[activator]	24%	?	-9%	1.3	2%
CSc1ncccc1C(=O)Nc1ccc(C)cn1	-7%	28%	-5%	-2%	11%	-2%	-1%	-0.2	23%
O=S(=O)(Cc1ncc(C(F)(F)F)cc1Cl)c1ccccc1	-11%	45%[activator]	3%	8%	16%	-9%	-1%	-0.4	29%
CCOC(=O)C1=C(C)NC(=S)NC1c1ccc(OCC(=O)N2CCCCCC2)cc1 (configuration not stated)	2%	155%[activator]	4%	42%	-10%	0%	3%	-0.2	?
CC(=O)c1cccc(NC(=O)COC(=O)c2n[nH]c3ccccc23)c1	3%	115%[activator]	-13%	-3%	0%	-21%	3%	0.1	-1%
CCOc1ccc(S(=O)(=O)Nc2ccc(C(=O)NN)cc2)cc1	14%	-24%	-1%	20%	-1%	-13%	-10%	0.3	-4%
Cc1cccc(Nc2nnc(SCC(=O)Nc3cccnc3Cl)s2)c1	-10%	8%	3%	5%	?	-12%	1%	-0.5	10%
COc1ccc(CNC(=O)CN(C)S(=O)(=O)c2ccc(Cl)cc2)cc1	2%	22%	4%	2%	-1%	-7%	3%	-1.1	3%
CCOCCCNC(=O)c1ccc(CS(=O)(=O)Cc2cccc(C)c2)o1	-8%	11%	nt	10%	3%	-5%	-3%	-0.4	21%

Some of these compounds in order of their number in ERG-DNA inh, descending.
SMILES	Pol kappa inh	POLI inh	ERG-DNA inh	Pol beta inh	APE1 inh	Apoferritin bind	BLM inh	TRHR agonist	ALOX12 inh
CCOCCCNC(=O)C(NC(=O)CNC(=O)c1ccccc1)c1ccc(C)cc1 (configuration not stated)	-6%	23%	10%	0%	1%	-9%	1%	0.7	0%
COc1ccc(CNC(=O)CN(C)S(=O)(=O)c2ccc(Cl)cc2)cc1	2%	22%	4%	2%	-1%	-7%	3%	-1.1	3%
O=S(=O)(Cc1ncc(C(F)(F)F)cc1Cl)c1ccccc1	-11%	45%[activator]	3%	8%	16%	-9%	-1%	-0.4	29%

Next part
SMILES	Pol kappa inh	POLI inh	ERG-DNA inh	Pol beta inh	APE1 inh	Apoferritin bind	BLM inh	TRHR agonist	ALOX12 inh
COc1ccc(/C=C\C(=O)NCc2ccc3[nH]c(C)cc3c2)cc1OC	-6%	34%[activator]	-1%	?	?	-15%	-6%	-0.6	-17%
O=S(=O)(CCSc1nc2ccccc2o1)Cc1ccccc1	-3%	4%	-8%	12%	2%	-3%	2%	-0.5	3%
CC(=O)Nc1ccc(SCC(=O)OCC(=O)NC(=O)NC2CCCC2)cc1	-2%	-17%	-5%	17%	1%	-17%	-11%	-0.2	-6%
Cc1onc(-c2ccccc2Cl)c1C(=O)N(Cc1ccccc1)C(C)C	7%	-10%	14%	43%	-5%	-7%	-3%	-0.6	-3%
Cc1c(/C(O)=C2\C(=O)C(=O)N(CCCN(C)C)C2c2cccs2)cnn1-c1ccccc1 (configuration not stated)	7%	5%	-11%	nt	nt	nt	nt	nt	15%
CCC(C)[C@H](N)c1cn([C@@H](CCCCN)C(=O)N2CCNCC2)nn1 (some centres not stated)	24%	-1%	-9%	-1%	-4%	-1%	-8%	0.4	15%
Cc1nc2c(-c3ccccc3)cnn2c(N)c1-c1ccccc1	-17%	105%[activator]	-1%	1%	-9%	4%	-26%	3.7	21%
Cc1cc(=O)oc2cc(OC(C)C(=O)NCC3CCC(C(=O)O)CC3)ccc12 (configuration not stated)	18%	-11%	-9%	24%	42%[activator]	-2%	-2%	0.1	26%
COc1cccc(/C=C2\SC(=S)N(NS(=O)(=O)c3ccccc3)C2=O)c1OC	-4%	-10%	-6%	22%	34%	?	-4%	-1.5	?
COc1cccc(CN2CCCN(Cc3ccc(F)cc3)S2(=O)=O)c1	2%	1%	2%	2%	nt	-9%	-10%	-0.8	?
O=C1c2ccccc2[C@@H]2C[C@@H](O)[C@H](Nc3cccc(C(F)(F)F)c3)CCN12	-5%	-9%	15%	nt	20%	nt	nt	nt	-5%
CCOC(=O)c1cnc(SC2CC(=O)N(c3ccc(C)cc3)C2=O)nc1N (configuration not stated)	5%	-3%	-3%	18%	-1%	-18%	2%	-0.7	0%
Cc1ccccc1C(=O)N1CCC(C(=O)Nc2cccc(F)c2)CC1	-6%	10%	6%	4%	-9%	3%	-1%	-0.2	7%
CCCc1ccc(OC(=O)c2sc3ncn(Cc4cccc(F)c4)c(=O)c3c2C)cc1	-13%[60.1 µM]	-4%	-5%	27%	nt	-11%	0%	0.7	-9%
CCCCc1cc(=O)oc2cc(C)cc(OC(C)C(=O)O)c12 (configuration not stated)	5%	4%	0%	-10%	-2%	1%	2%	0.4	-12%&-10%
O=C1NC2(CCc3ccccc32)C(=O)N1CCOc1ccc(Cl)cc1 (configuration not stated)	-5%	-11%	2%	0%	-5%	-19%	-1%	1.7	-13%
CCOC(=O)c1cc2cc(F)ccc2nc1C	-13%	18%	3%	-24%	-1%	-6%	3%	0.5	430%[activator]
COc1ccccc1N1CCN(CC(=O)Nc2ccc3c(c2)OCCO3)CC1	-17%	7%	-2%	-2%	-7%	-2%	2%	-1.8	?
COc1cc(C#N)ccc1OCC(=O)Nc1cccc(S(=O)(=O)N2CCCC2)c1	-10%	8%	10%	14%	-3%	-21%	6%	-1.1	-10%
CCCc1cc(=O)oc2cc(C)c3c(C(C)(C)C)coc3c12	-13%	2%	-2%	6%	nt	-6%	-1%	-0.3	-24%
CCN(CC(=O)Nc1ccccc1C(=O)Nc1ccccc1)Cc1nc2ccccc2c(=O)[nH]1	6%	55%[activator]	9%	4%	1%	-15%	-2%	-0.4	24%
COc1ccc(CN(C(=O)c2snc(C(N)=O)c2N)C(C(=O)NC2CCCC2)c2ccc(OC)cc2)cc1 (configuration not stated)	-18%	101%[activator]	-1%	2%	9%	-15%	-5%	-0.7	-6%
O=C(N/N=C/c1ccc(OC(=O)c2ccccc2Cl)cc1)c1ccccn1	-4%	3%	-11%	?	12%	-11%	-13%	0.5	nt
COc1ccc(-c2c3c(=O)n(C)c(=O)n(C)c3cn2-c2ccccc2)cc1	-9%	-19%	1%	5%	2%	-1%	-3%	-1.4	?
O=C(CSc1nncs1)Nc1ccc2[nH]c(=O)[nH]c2c1	-10%	14%	-9%	nt	-14%	nt	nt	0.1	-25%
COC(=O)c1cc2c(ccc3ccccc32)oc1=O	1%	17%	11%	nt	nt	nt	nt	nt	?
C(#Cc1ccccc1)CN1CCOCC1	-17%	81%[activator]	1%	18%	1%	-10%	3%	-0.1	?
CCOC(=O)C1=C(CC)Nc2ccccc2N=C1NC(=O)c1oc2ccccc2c1C	0%	46%[activator]	1%	13%	-12%	-8%	-13%	0.8	-17%
Cc1ccc(S(=O)(=O)Nc2cc(C)c(O)cc2C)cc1	-10%	-13%	2%	-12%	0%	?	-7%	0.1	-23%
CC1(c2ccc(OC(F)F)cc2)NC(=O)N(CC(=O)N2c3ccccc3NC(=O)C2(C)C)C1=O (configuration not stated)	-2%	-6%	-3%	nt	-14%	nt	nt	1.0	0%
N=c1n(CCN2CCCCC2)c2ccccc2n1CC(=O)c1cccc([N+](=O)[O-])c1	-3%	18%	6%	-1%	-19%	?	20%	-0.5	-4%
COc1cc2[nH]c(C(=O)N3CCN(c4ccccc4F)CC3)cc2c(OC)c1OC	-7%	-1%	-6%	-2%	1%	-15%	-5%	-0.3	0%
Cn1c(=O)oc2cc(S(=O)(=O)NC(Cc3ccccc3)C(=O)N3CCCCC3)ccc21 (configuration not stated)	10%	-9%	15%	14%	4%	-12%	1%	-1.2	-2%
COc1ccccc1N(C)S(=O)(=O)c1ccc(C(=O)N2CCCc3ccccc32)cc1	-2%	-2%	-1%	8%	-8%	-4%	-12%	0.6	?
Cc1ccc(C2=NN(C(=O)CCl)C(c3cccs3)C2)o1 (configuration not stated)	-9%	121%[activator]	1%	2%[57.1 µM]	-2%	-8%	-1%	-0.5	?
O=C(c1ccncc1)N1CCC2(CCCN(Cc3ccncc3)C2)CC1	-6%[60.1 µM]	nt	nt	nt	-1%	nt	3%	nt	8%[57.4 µM]
CCCC(=O)n1nc(-c2ccccc2)nc1SC	2%	?	8%	15%	12%	-7%	2%	0.1	0%[57.4 µM]
Cc1cccc(-c2nc3cc(NC(=O)COc4ccccc4F)ccc3o2)c1	4%	5%	2%	4%	nt	?	-4%	-1.1	-3%
CCN(CC)c1cc(C)c2cc(NC(=O)c3ccccc3F)ccc2n1	-4%[60.1 µM]	11%	1%	31%	34%	6%	-1%	0.3	18%
Cc1cccc(C(=O)Oc2ccccc2C2C[C@]3(C)CC(=O)NC3N2C(=O)c2cccc(C)c2)c1 (some centres not stated)	-11%	22%	4%	?	-3%	-19%	-6%	-0.7	0%
COc1cccc(CC(NC(C)=O)C(=O)NC2CCN(S(=O)(=O)c3ccc4ccccc4c3)CC2)c1 (configuration not stated)	-10%	2%	nt	28%	-1%	-12%	0%	-1.3	17%
O=C1c2ccccc2NC(c2cccs2)N1NS(=O)(=O)c1ccccc1 (configuration not stated)	-8%	-5%	1%	-1%	-1%	-9%	-3%	0.2	-25%
COCC(=O)N1CCCC(C(=O)c2ccc(Oc3ccccc3)cc2)C1 (configuration not stated)	-1%	148%[activator]	5%	28%	2%	-14%	-3%	-0.9	-13%

The list is partial, so the mix of outcomes need not match the whole.
